High-throughput results from PubChem.
NPSR antagonist – blocks cAMP signaling of the human neuropeptide S receptor | Q6W5P4 | CHO-NPSR cells, cAMP TR-FRET, antagonist mode | Potency, µM (series often up to 38.3 µM), inactives show top-dose activity change, negative = inhibition, actives largely listed as inhibitors | actives 1% (n = 220,000) | AID 1461; further: on the % scale 0 is the no-effect control and ±100 the full control effect; nearly all actives have a fitted effect of over 50% in size; many of its hits are not listed in these tables
GLA spleen mod – alpha-galactosidase A (human) modulation; human spleen homogenate, 4MU-alpha-Gal fluorescence, 40 min; Potency, µM (titrated, usually from 80 µM), inactives show top-dose activity change, negative = inhibition, usual class: inhibitors; actives 0.008% (n = 240,000);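 further: 0% = enzyme with vehicle and -100% = no enzyme basal signal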
Target sequence (P06280 32-429 limits assumed): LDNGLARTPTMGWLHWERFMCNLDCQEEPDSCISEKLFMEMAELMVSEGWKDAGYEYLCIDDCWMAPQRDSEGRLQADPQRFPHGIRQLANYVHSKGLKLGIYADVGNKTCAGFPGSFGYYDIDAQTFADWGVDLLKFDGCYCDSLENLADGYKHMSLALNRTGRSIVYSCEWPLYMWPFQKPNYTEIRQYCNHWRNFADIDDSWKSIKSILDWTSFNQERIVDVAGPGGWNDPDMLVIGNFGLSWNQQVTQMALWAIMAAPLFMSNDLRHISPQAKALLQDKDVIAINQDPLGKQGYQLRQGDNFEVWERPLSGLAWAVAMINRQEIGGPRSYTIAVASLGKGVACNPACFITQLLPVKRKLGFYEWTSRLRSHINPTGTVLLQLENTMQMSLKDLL
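Human spleen homogenate (1 ug) was the enzyme source, with 4-methylumbelliferyl-alpha-D-galactopyranoside (1 mM final) in pH 5.0 citrate buffer with 0.01% Tween-20. Compounds were titrated; after 40 min at 37C, NaOH/glycine stop, 4-MU fluorescence read; AC50 from Hill fits.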
ALDH1A1 inh – inhibitors of human aldehyde dehydrogenase 1A1 | P00352 | Purified ALDH1A1, NADH fluorescence, propionaldehyde substrate | Potency, µM (titrated, usually from 75.3 µM), inactives show top-dose activity, negative = inhibition, hits mostly inhibitors | actives 7.3% (n = 220,000); active means well fitted inhibition curve with a large enough effect, not every such curve was filed as active; inconclusive means small, poorly fitted or top-dose-only effect, or another doubt; inactive means no such curve, though single readings can be large or run the other way;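 further: plate controls were no enzyme wells and a reference inhibitor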
Target sequence (P00352 whole entry, looked up): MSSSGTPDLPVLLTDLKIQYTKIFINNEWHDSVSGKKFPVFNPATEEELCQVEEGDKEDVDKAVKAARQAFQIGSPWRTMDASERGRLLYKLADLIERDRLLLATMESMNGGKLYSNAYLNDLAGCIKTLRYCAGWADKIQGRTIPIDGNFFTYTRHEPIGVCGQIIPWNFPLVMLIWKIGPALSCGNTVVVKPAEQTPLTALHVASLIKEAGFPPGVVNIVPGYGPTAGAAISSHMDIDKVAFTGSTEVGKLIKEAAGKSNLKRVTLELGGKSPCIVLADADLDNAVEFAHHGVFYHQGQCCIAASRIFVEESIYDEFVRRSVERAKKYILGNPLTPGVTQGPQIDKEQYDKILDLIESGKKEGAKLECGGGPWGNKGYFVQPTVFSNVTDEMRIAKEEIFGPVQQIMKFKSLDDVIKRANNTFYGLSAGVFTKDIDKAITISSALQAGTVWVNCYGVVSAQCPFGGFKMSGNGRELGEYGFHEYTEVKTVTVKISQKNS
Tau fluor cs – counter-screen for tau fibril formation inhibitors; tau K18 P301L Alexa594 fluorescence, heparin fibrillization; Potency, µM (doses to about 57.7 µM), without a hit: top-dose activity change, negative = decrease; actives 0.93% (n = 280,000); further: on the % scale 0 is the no-effect control and ±100 the full control effect; nearly all actives have a fitted effect of over 55% in size
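Human tau K18 P301L (15 uM unlabeled, 0.24 uM Alexa 594-labeled) in 100 mM sodium acetate pH 7 with 20 uM heparin, 6 hr at 37 C. ThT 30 uM added, 1 hr ambient; Alexa 594 FP and total fluorescence read at 555/632 nm.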
aGlu spleen mod – inhibits or activates alpha-glucosidase in human spleen homogenate; P10253; human spleen homogenate, 4-MU-alpha-glucoside fluorescence; Potency, µM (highest dose often 79.9 µM), for inactives: top-dose activity change, negative = inhibition, most hits filed as inhibitors; actives 0.006% (n = 240,000);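 further: 0% = enzyme with vehicle and -100% = no enzyme basal signal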
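Enzyme source: human spleen homogenate, 1 ug/well. Buffer 50 mM citric acid/K phosphate pH 5.0, 0.01% Tween-20. 4-MU-alpha-glucoside 1 mM; 37 C x 40 min; NaOH/glycine stop; fluorescence.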
Epigenetic reg – regulators of epigenetic silencing causing reporter derepression in mouse cells | murine LDR cells, GFP reporter derepression, 30 h | Potency, µM (doses to about 53.9 µM), without a hit: at the highest dose GFP activation, hits mostly activators | actives 0.2% (n = 280,000) | AID 1865; further: % of control where 0% means no effect; nearly all actives have a fitted effect of over 60% in size
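In this reporter-derepression format, murine cells bearing a silenced integrated CMV-GFP locus incubate with test compound (30 h, 37 C), then are washed and imaged; fluorescent objects of 20–120 um count as induced cells.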
GAA inhib – blocks human lysosomal alpha-glucosidase; P10253; purified human GAA, 4-MU-alpha-glucoside fluorescence; Potency, µM (titrated, usually from 76.9 µM), for the others: at the top dose activity change, negative = inhibition, actives largely listed as inhibitors; actives 0.005% (n = 200,000);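 further: plate controls were uninhibited enzyme wells for no effect and no-enzyme background for full effect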
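Read-out is 4-methylumbelliferone fluorescence (Ex 365/Em 440 nm) after NaOH/glycine stop at pH 10. Enzyme 4 nM, substrate 400 uM, pH 5.0 citrate buffer, 20 min room temperature; AC50 from Hill-equation concentration-response.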
GAA glycogen mod – GAA glycogen-cleavage inhibition or activation. P10253. recombinant GAA, glycogen substrate, Amplex Red glucose oxidase fluorescence. Potency, µM (series often up to 76.4 µM), for the others: at the highest dose activity change, negative = inhibition, usual class: inhibitors. actives 0.38% (n = 300,000). AID 2100;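 further: 0% = full enzyme reaction and -100% = no-enzyme basal signal; the screen sought inhibitors and activators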
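Natural-substrate format: glycogen cleavage by 4 nM human enzyme, glucose read by Amplex Red coupling (Ex 573, Em 610 nm). Normalized to enzyme and no-enzyme controls.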
The depositor's hits bear a star; ? = inconclusive; nt = no result given; [ ] = remark or other dose. Unless noted, the call rests on the fitted dose curve; in most records, active means well fitted curve in the direction sought with a large enough effect; inconclusive means small, poorly fitted or top-dose-only effect, or another doubt; inactive means no such curve, though single readings can be large; an effect the other way counts as inactive or inconclusive. Potency means the concentration at half of the fitted maximal effect. Some of the compounds tested (hit frequency here may not be typical).

SMILES	NPSR antagonist	GLA spleen mod	ALDH1A1 inh	Tau fluor cs	aGlu spleen mod	Epigenetic reg	GAA inhib	GAA glycogen mod
CCNc1nc(N)nc(Oc2ccc(OCCOc3ccc(Cl)cc3Cl)nn2)n1	-6%[46.1 µM]	2%	-3%	-6%	1%	-1.0%	-13%	-3%
CCOCCCNC(=O)N[C@H](C(=O)OC)C(C)CC (stereo partly specified)	-15%	-7%	-1%	-2%	-4%	0.0%	-11%	3%
COc1ccccc1Oc1cc(-n2nc(C)cc2C)ncn1	1%	0%	?	-7%	-5%	-4.3%	3%	10%
CC(NC(=O)COC(=O)Cc1ccsc1)c1ccccc1 (stereo unspecified)	10%	-9%	7%	-1%	3%	-0.8%	1%	-3%
C(=N\Nc1ncnc2sc3c(c12)CCC3)/c1cccs1	-13%[46.1 µM]	4%	8%	?	-4%	0.0%	-3%	-3%
O=C(CSc1nnc(-c2ccc(O)cc2)o1)Nc1ccc2c(c1)OCCO2	-13%[46.1 µM]	11%	0%	-21%	-1%	-0.2%	-2%	3%
COCC(=O)Nc1nnc(-c2cccs2)s1	-8%[46.1 µM]	1%	?	-8%	1%	0.0%	-15%	0%
COc1cccc(OC)c1C(=O)NC(C)c1ccccc1 (stereo unspecified)	-19%[46.1 µM]	2%	8%	-5%	-3%	-2.1%	3%	2%
CC1CC(C)CN(C(=O)CSC2=Nc3ccccc3C3=NC(Cc4c[nH]c5ccccc45)C(=O)N23)C1 (stereo unspecified)	-23%[46.1 µM]	-4%	?	-17%	-5%	-0.2%	0%	0%
Cc1ccc(C)c2[nH]c(=O)c(CCNC(=O)CC(C)C)cc12	2%[46.1 µM]	5%	5%	4%	0%	0.0%	-11%	-10%

4 compounds from above, ordered by their value in GAA inhib, ascending:
SMILES	GAA inhib
Cc1ccc(C)c2[nH]c(=O)c(CCNC(=O)CC(C)C)cc12	-11%
O=C(CSc1nnc(-c2ccc(O)cc2)o1)Nc1ccc2c(c1)OCCO2	-2%
CC(NC(=O)COC(=O)Cc1ccsc1)c1ccccc1 (stereo unspecified)	1%
COc1ccccc1Oc1cc(-n2nc(C)cc2C)ncn1	3%

Next structures.
SMILES	NPSR antagonist	GLA spleen mod	ALDH1A1 inh	Tau fluor cs	aGlu spleen mod	Epigenetic reg	GAA inhib	GAA glycogen mod
COc1ccc(C(C)(C)C)cc1S(=O)(=O)N1CCN(C)CC1	-6%[46.1 µM]	-6%	?	-6%	-9%	-1.1%	-8%	-9%
COc1ccc(/C=C(\NC(=O)c2ccccc2)C(=O)OC[C@@H]2CCC[N+]3(C)CCCCC23)cc1OC (stereo partly specified)	24%	-8%	1%	-5%	-8%	-0.9%	2%	-3%
CCOC(=O)N1CCN(C(=O)CN(c2cccc(C)c2)S(=O)(=O)c2ccc(C)cc2)CC1	-23%[46.1 µM]	7%	?	-8%	-3%	0.0%	7%	4%
C=CC(C)Sc1nc2c(c(=O)n(C)c(=O)n2C)n1Cc1ccccc1Cl (stereo unspecified)	?	-4%	?	-1%	-2%	0.9%	-8%	1%
O=C(c1ccc([N+](=O)[O-])cc1)N1CCCC1	-15%	1%	nt	1%	2%	0.0%	nt	5%
Cc1ccccc1NC(=O)/C(=C/c1cccs1)NC(=O)c1ccco1	-9%[46.1 µM]	-2%	6%	-1%	-2%	0.0%	1%	-5%
CCn1c(P(C)(=O)O)nc2cc(NC(=O)c3ccccc3Cl)ccc21	12%	-3%	3%	3%	1%	-0.2%	-2%	3%
COc1ccc(-c2ccnc(-c3ccc(O)cc3)n2)cc1	16%	-7%	-2%	-18%	-1%	7.0%	-2%	5%
OC(COc1ccc2c(c1)OCO2)CN1CCc2ccccc2C1 (stereo unspecified)	-12%[46.1 µM]	-3%	-5%	-6%	-15%	0.0%	4%	-6%
CC(C)Cc1nnc(NC(=O)c2ccncc2)s1	-2%[46.1 µM]	5%	-6%	7%	8%	0.0%	7%	2%
CC(=O)c1ccc(-c2ccccc2OC(F)(F)F)o1	-29%	4%	?	-6%	-2%	10%	-14%[15.4 µM]	0%
CCN(CC)CC(=O)NN(Cc1ccccc1)c1ccccc1	7%	1%	nt	-2%	3%	-0.9%	nt	1%
CCCC(=O)N(c1ccc(OCC)cc1)C1C=CS(=O)(=O)C1 (stereo unspecified)	-18%[46.1 µM]	15%	6%	8%	11%	-0.1%	-3%	6%
CCCS(=O)(=O)C(=C(Nc1ccccc1)Nc1ccccc1)S(=O)(=O)CCC	-7%[46.1 µM]	9%	4%	-1%	-1%	-0.1%	-11%	-8%
CCC(CC)C(=O)Nc1cccc(C(=O)Nc2ccc3c(c2)OCO3)c1	-3%[46.1 µM]	-20%	13µM*	-21%	-9%	-1.1%	6%	-1%
Cn1c(CCC(=O)OCC(=O)NCc2ccc3c(c2)OCO3)nc(=O)c2ccccc21	10%	4%	7%	9%	1%	-0.2%	-3%	9%
Cc1ccc(NC(=O)c2cc3c(=O)oc4ccc(C)cc4c3s2)nc1	?	3%	?	4%	5%	2.5%	5%[15.4 µM]	7%
COc1ccc(C(=O)COC(=O)c2cc(S(=O)(=O)NCc3ccccc3)ccc2O)cc1	-23%	5%	?	-25%	2%	-3.2%	6%	1%
CC1CCN(Cc2c(O)ccc3c2O/C(=C\c2ccco2)C3=O)CC1	-23%	3%	25µM*	-25%	3%	0.1%	?	0%
C=CCn1c(SCC(=O)Nc2ccccc2)nc2scc(-c3cccs3)c2c1=O	-7%[46.1 µM]	-4%	5%	-30%	-3%	0.7%	-3%	-2%
CCc1ccc(NC(=O)CSc2nnc(Cc3cccn3C)n2-c2ccc(OC)cc2)cc1	-29%[46.1 µM]	3%	?	-16%	-21%	-0.8%	-14%	-12%
O=C(Nc1cc(C(F)(F)F)ccc1Cl)c1ccc(NC(=O)C(F)(F)F)cc1	-18%	6%	-2%	-6%	-4%	2.5%	-13%	7%
CCC1=[N+](C)CCn2c(C)ccc21	8%[46.1 µM]	-8%	-13%	0%	2%	1.5%	5%	-9%
CN(C)c1oc(-c2cccs2)nc1C#N	-10%[46.1 µM]	?	?	-4%	?	14%	?	6%
CC(C)CCn1c(SCC#N)nc2c(sc3ccccc32)c1=O	?	3%	-11%	-8%	-12%	-0.3%	1%	1%
O=C(Nc1ccc(N2CCCC2)c(Cl)c1)c1ccc(Br)o1	10%[46.1 µM]	-12%	19µM*	?	-11%	-1.0%	2%	-16%
O=C(NCc1ccco1)c1cnn2c(C(F)(F)F)cc(-c3ccco3)nc12	-13%[46.1 µM]	5%	?	-14%	2%	-1.8%	6%	6%
COC(=O)/C(C#N)=C/c1ccc(N2CCOCC2)c([N+](=O)[O-])c1	-26%	6%	?	-2%	8%	2.1%	0%	-3%
Cc1cc(C)c(C(=O)O)c(Cl)n1	27%	3%	?	13%	1%	-0.2%	4%	9%
COC(=O)c1cc2oc(C)cc2n1CC(=O)Nc1ccc(OC)c(OC)c1OC	-14%[46.1 µM]	12%	?	-2%	3%	1.4%	3%	-13%
COC(=O)c1ccc(S(=O)(=O)NCCSc2nnc3c4ccccc4n(C)c3n2)cc1	?	0%	16µM*	-10%	-2%	0.0%	-3%	4%
COC(=O)C(Cc1ccc(O)cc1)NC(=O)C(CC(=O)OC(C)(C)C)NC(=O)OC(C)(C)C (stereo unspecified)	1%	-5%	-8%	-8%	-3%	-0.3%	-3%	3%
CN1CCC(=C(c2ccc(Cl)cc2)c2ccccn2)CC1	9%	2%	nt	2%	1%	0.0%	nt	-3%
CCOC(=O)/C(O)=C(\C#N)c1nc2ccccc2[nH]1	-5%	-2%	-5%	-15%	-1%	1.4%	3%	-6%
CC1=C(C)C(c2ccccc2)NC(=S)N1 (stereo unspecified)	13%	-5%	13µM*	2%	-12%	0.0%	6%	-1%
Cc1cc(=O)[nH]c(NCCO)n1	8%	-6%	9%	-9%	-2%	-1.4%	2%	22%
CCOc1ccc(N=C2NC(=O)S/C2=C\c2ccc(OC)cc2)cc1	-14%[46.1 µM]	-6%	2%	-11%	-7%	0.7%	2%	12%
CC(=O)NC1(C(F)(F)F)NC(=O)N(c2ccc(F)cc2)C1=O (stereo unspecified)	8%	-8%	12%	9%	-1%	-1.3%	14%	2%
Brc1ccc2[nH]c3c(N4CCc5ccccc5C4)ncnc3c2c1	?	7%	?	11µM*[quencher]	2%	0.0%	0%	-13%
c1ccc(CSc2nnc3ccc(-c4ccco4)nn23)nc1	-13%	1%	?	5%	nt	-0.1%	1%	3%
COc1ccc(N(Cc2cc3cccc(C)c3[nH]c2=O)S(C)(=O)=O)cc1	-15%[46.1 µM]	1%	3%	-13%	-4%	-1.0%	3%	1%
COc1cccc(-n2nnc3c(=O)n(CC(=O)N4CCC(Cc5ccccc5)CC4)cnc32)c1	-8%[46.1 µM]	2%	2µM*	-22%	-6%	-1.0%	-6%	3%
O=C(COC(=O)c1ccc(S(=O)(=O)N2CCCC2)cc1)NCc1ccccc1	-4%[46.1 µM]	2%	-5%	-12%	-1%	2.5%	-6%	8%
CC(=O)c1cc2c(s1)-c1cc(F)ccc1OC2	4%	-1%	?	-15%	-3%	1.4%	?	8%
COc1cccc([C@@H]2Oc3ccc(Br)cc3C(=O)[C@H]2OC(=O)NCc2ccc3c(c2)OCO3)c1	nt	-8%	-1%	-28%	2%	-1.1%	nt	nt
COc1ccc(Cc2noc(CN(C)CC3(N4CCOCC4)CCCCC3)n2)cc1OC	-16%	-4%	2%	-13%	3%	5.4%	-5%	7%
O=C(CCc1ccccc1)NNC(=S)NC(=O)c1ccccc1	-7%[46.1 µM]	0%	18µM*	0%	1%	-1.2%	6%	-14%
Cc1cc(C(=O)NN=C2CCCCC2)c2ccccc2n1	9%	2%	5%	0%	3%	2.0%	?	1%
Cc1nc(NC(=O)c2cc3c(C)nn(-c4ccccc4)c3s2)sc1C(=O)Nc1ccccc1	-9%[46.1 µM]	-6%	14%	-22%	-11%	0.0%	1%	0%
O=C(Nc1ccsc1C(=O)N1CCCCCC1)c1ccccc1	-20%[46.1 µM]	8%	-5%	-10%	-3%	?	13%	-3%
CCOCCCNC(=O)Cc1ccc(F)cc1	9%	-1%	3%	13%	3%	-5.0%	-2%	6%
